Compound activity (PubChem BioAssay)
proCasp3 act: activators of human procaspase-3 D3A mutant, primary screen, biochemical, absorbance, PC-3 D3A mutant, single concentration. recombinant procaspase-3 D3A, Ac-DEVD-pNA absorbance 405 nm. activation, % at 8.5 µM. AID 463141, 2010. 330,000 tested, 0.11% active;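 active means activation above the mean of all tested compounds plus 3 SD, cut at about 21% in these data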;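 further: 0% = DMSO alone and 100% = DMSO wells spiked with extra 5 µM PC-3 D3A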
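Assay system: Autoprocessing-dead procaspase-3 D3A mutant enzyme; also added: Ac-DEVD-pNA; doses: one concentration, 8.5 µM nominal, 0.8% DMSO; times: 1 h compound preincubation, 2 h substrate hydrolysis at 25 °C; technique: 405 nm absorbance of p-nitroaniline, reads at 0 and 120 min; measure: % activation between DMSO and enzyme-spiked controls; repeats: single replicate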
PP5 primary: PP5 phosphatase inhibitors, primary screen, biochemical, fluorescence. purified PP5c, OMFP substrate fluorescence. 320,000 tested, 0.18% active. inhibition, % at 6.7 µM. Serine/threonine-protein phosphatase 5 (Homo sapiens), P53041;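 active means inhibition above the campaign's mean inhibition across all tested compounds plus 3 SD, cut at about 9.5% in these data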;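 further: 0% = DMSO only and 100% = 100 µM cantharidin control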
Target sequence (P53041 whole entry, looked up): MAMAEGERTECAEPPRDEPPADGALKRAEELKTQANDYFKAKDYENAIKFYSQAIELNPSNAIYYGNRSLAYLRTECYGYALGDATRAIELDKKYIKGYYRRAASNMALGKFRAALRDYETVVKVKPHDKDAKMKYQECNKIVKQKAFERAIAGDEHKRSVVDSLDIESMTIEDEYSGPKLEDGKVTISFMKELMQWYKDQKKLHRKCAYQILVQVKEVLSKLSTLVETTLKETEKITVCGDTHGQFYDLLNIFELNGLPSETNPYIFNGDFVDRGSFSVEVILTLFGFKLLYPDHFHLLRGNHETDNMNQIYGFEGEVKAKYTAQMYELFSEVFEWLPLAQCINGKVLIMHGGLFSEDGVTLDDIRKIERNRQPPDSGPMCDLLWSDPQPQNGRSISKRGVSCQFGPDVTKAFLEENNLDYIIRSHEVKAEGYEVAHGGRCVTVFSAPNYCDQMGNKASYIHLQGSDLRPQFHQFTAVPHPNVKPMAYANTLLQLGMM
GRK2 inh: compounds blocking aptamer binding on GRK2 – biochemical, human GRK2, bead flow cytometry, HTS, primary screen | 330,000 tested, 0.59% active | inhibition of aptamer binding, % at 10 µM | FAM-aptamer displacement from GRK2 | AID 488847, 2010;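 active means inhibition of aptamer binding above 40%, roughly 3 SD of noise, on plates passing a quality check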;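 further: median bead fluorescence of bound FAM aptamer so fluorescent compounds give negative values; no value below 0 was filed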
CTSL1 counter: Fasciola hepatica cathepsin L1 inhibitors, primary screen, counter-screen for PFM18AAP inhibitor project, biochemical, QFRET, fluorogenic peptide substrate. 300,000 tested, 0.49% active. recombinant F. hepatica cathepsin L1, Z-Leu-Arg-MCA fluorescence. inhibition, % at 5.96 µM;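 active means inhibition above the mean of all tested compounds plus 3 SD, set per screening campaign, cut at about 17% in these data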;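 further: 0% = plate median of test compound wells and 100% = 1 µM Z-Phe-Ala-diazomethylketone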
PP1 inh: PP1-alpha phosphatase inhibitors, primary screen, counter-screen for PP5 inhibitor project, biochemical, fluorescence, OMFP substrate, single point | Serine/threonine-protein phosphatase PP1-alpha catalytic subunit (Homo sapiens), P62136 | purified PP1alpha | inhibition, % at 6.7 µM | 320,000 tested, 0.9% active | AID 2235, 2010;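 active means inhibition above the mean inhibition of all tested compounds plus 3 SD, computed separately for each screening campaign, cut at about 15% in these data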
VLA-4 inh: inhibition in human VLA-4 binding assay, primary screen, VLA-4 allosteric modulator project, MLPCN library, flow cytometry, VLA-4 expressing cells | ligand binding flow cytometry | AID 2557, 2010 | Integrin alpha-4 (Homo sapiens), P13612 | inhibition, % (about 7 µM as worked out from the volumes in the protocol) | 330,000 tested, 0.2% active; in the data active means inhibition above about 50%
GASC-1 inh: inhibitors of GASC-1 histone demethylase, primary screen, biochemical, fluorescence, DELFIA europium | inhibition, % at 2.35 µM | 330,000 tested, 0.069% active | GST-JMJD2C(1-420) H3K9me3 demethylation | Lysine-specific demethylase 4C (Homo sapiens), Q9H3R0 | AID 2099, 2009;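 active means more than half of a compound's replicate wells show inhibition beyond 50%, single wells judged on their own value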;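 further: signal counts dimethyl H3K9 product captured on neutravidin plate; 0% = median of DMSO wells and 100% = 0.3 times that DMSO median; strong numbers were not always called active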
proCasp7 act: procaspase-7 activators, primary screen, counter-screen for procaspase-3 activator project, biochemical, absorbance, HTS, human | 330,000 tested, 0.093% active | activation, % at 8.5 µM | Caspase-7 (Homo sapiens), P55210 | recombinant procaspase-7, Ac-DEVD-pNA absorbance 405 nm; D23A/D198A/D206A triple mutant, cannot self-cleave; scale: DMSO 0, 5 µM enzyme 100;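 active means percent activation above the screen-wide mean plus 3 SD, cut at about 25% in these data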
Target sequence (P55210 whole entry D23A/D198A/D206A): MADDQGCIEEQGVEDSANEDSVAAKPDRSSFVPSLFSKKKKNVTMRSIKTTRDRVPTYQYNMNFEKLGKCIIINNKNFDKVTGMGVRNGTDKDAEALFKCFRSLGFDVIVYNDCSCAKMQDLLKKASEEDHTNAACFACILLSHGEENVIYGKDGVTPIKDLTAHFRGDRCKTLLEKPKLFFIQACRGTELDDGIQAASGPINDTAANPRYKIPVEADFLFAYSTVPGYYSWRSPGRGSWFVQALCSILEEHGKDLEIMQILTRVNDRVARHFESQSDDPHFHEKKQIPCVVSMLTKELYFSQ
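buffer or medium = Zinc-free HEPES/NaCl buffer, pH 7.4 | material = Procaspase-7 triple mutant (PC-7 D3A) | input = 2 µM procaspase-7 mutant as dispensed | signal = Epi-absorbance of released pNA at 405 nm, two timepoints | timing = 1 h preincubation, 2 h reaction | replicates = singlicate compound testing | evaluation = % activation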
core dimer inh: inhibitors of HCV core protein dimerization, primary screen, biochemical, TR-FRET, high-throughput | 300,000 tested, 0.33% active | TR-FRET GST/Flag-core106 dimerization, 1536-well | inhibition, % at 5 µM;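 active means inhibition above the mean of all tested compounds plus 3 SD, set per screening campaign, cut at about 45% in these data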
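System – GST-tagged and Flag-tagged HCV core protein residues 1-106 · Repeats – one well for each compound · Technique – TR-FRET 671 and 617 nm emission · Doses – one concentration, 5 µM, in 0.5% DMSO · Times – 4 h, 22.5 °C incubation · Also added – Eu donor and XL665 acceptor anti-tag antibodies · Measure – percent inhibition of core106 dimerization signal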
Active calls of the source: *; i = inactive; . = not tested or not shown. No enrichment for hits. About 2.6% of those tested had a hit in this group.

mol,PP1 inh,GRK2 inh,GASC-1 inh,proCasp7 act,VLA-4 inh,CTSL1 counter,PP5 primary,core dimer inh,proCasp3 act
CN1CCCN(C(=O)c2ccc(Cl)s2)CC1,-3,0,-10,7,2,-1,3.2,2,-10
O=C(Nc1ccccc1-c1ccccc1)c1ccc(Br)o1,2,0,8,-2,-1,1,-0.2,0,1
Cc1ccc(-n2ccnc2SCC(=O)c2c(N)n(C3CC3)c(=O)[nH]c2=O)cc1C,-2,3,-3,0,1,.,0.7,.,13
O=C(Nc1ccc(OC(F)(F)F)cc1)Nc1cccnc1,3,0,-8,-4,7,2,4.7,-1,-7
CCc1ccccc1N(C(C)=O)c1nc(CCl)cs1,-5,0,-14,1,2,0,-2.1,3,-3
S=C(NCCN(C1CCCCC1)C1CCCC1)Nc1cccc(Cl)c1,4,0,3,3,19,0,-2.8,-5,7
CC(NC(N)=O)C(=O)Nc1ccc(Cl)c(S(=O)(=O)Nc2ccc(Cl)cc2)c1 (stereo not drawn),-3,6,2,12,-23,1,-1.9,3,4
Cc1nn2c(nc(N3CCCCC3)c3ccccc32)c1C=O,2,4,26,5,13,-1,0.4,-1,1
Cc1cc(F)ccc1S(=O)(=O)Nc1ccccc1C(=O)NCc1ccccn1,7,0,-15,1,27,-1,0.9,4,4
O=C(Nc1ccccc1C(=O)N1CCN(Cc2ccccc2)CC1)c1ccc(F)cc1,-4,0,-1,2,-4,0,2.4,-3,-9
Cc1ccc2c(c1)C1CN(C)CCC1N2S(=O)(=O)c1cc(C(F)(F)F)ccc1Cl (stereo not drawn),-1,0,4,-4,9,.,3.5,.,5
O=C(OCCN1CCCCC1)c1cccc(F)c1,0,0,2,-3,-12,-4,1.4,-13,-1
Cc1ccc(Oc2cc(NC(=O)CCCn3nc([N+](=O)[O-])c(Cl)c3C)cc([N+](=O)[O-])c2)cc1,1,3,-7,5,-18,-4,1.0,1,-2
CN(CC(=O)Nc1ccccc1C(=O)N1CCCC1)S(=O)(=O)c1ccc(Cl)cc1,0,1,1,13,5,4,0.9,3,1
CC(C)N(C(=O)CSc1ncnc2sc(-c3ccccc3)cc12)C(C)C,-5,2,11,8,5,0,-0.5,6,1
CC1=C/C(=N\NC(=O)c2ccccc2)CC1,-2,2,-2,0,22,-1,2.6,-4,9
CCOc1cc(NCCN2CCOCC2)c([N+](=O)[O-])cc1OCC,3,3,3,-3,-4,4,1.6,-8,2
c1cncc(Nc2nc(-c3cccnc3)cs2)c1,-1,2,-10,-4,-10,0,1.7,-3,3
COc1ccc(NC(=O)COC(=O)c2ccc3ccccc3n2)cc1,4,0,2,1,-7,.,2.2,.,1
CCN1CCN(c2nc(N(C)c3ccccc3)nc(N)c2[N+](=O)[O-])CC1,1,3,-7,-7,-3,2,-2.6,2,0
Cc1cc(CN2C(=O)c3ccccc3C2=O)on1,3,0,.,11,13,-1,-0.6,-35,4
CCCC(c1nnnn1CCc1ccccc1)N1CCN(C(=O)c2ccco2)CC1 (stereo not drawn),1,1,-4,4,12,1,0.2,-1,-1
COC(=O)c1ccc(NC(=O)c2cccc(C)c2[N+](=O)[O-])cc1,1,0,-5,6,-5,-2,4.1,-3,5
CCOC(=O)Cc1csc(NC(=S)NC(=O)CC(C)C)n1,2,3,4,0,11,0,0.8,7,-4
COc1cccc(CNc2nc3ccccc3n2C)c1O,0,2,-12,4,-1,-5,1.0,-4,4
COC(=O)C1CN(S(=O)(=O)c2ccc(NC(C)=O)cc2)CCS1 (stereo not drawn),0,2,-5,-6,1,-1,2.7,-1,-2
COc1ccc(CN2CCN(C(=O)Cn3c(=O)oc4cc(Cl)ccc43)CC2)c(OC)c1OC,1,1,-5,8,-5,0,-0.4,-4,-6
CCCCCN(C(=O)CN(C)Cc1ccc(OC)cc1OC)c1c(N)n(CCCC)c(=O)[nH]c1=O,-1,0,-3,4,9,1,-0.3,-1,-2
Cc1ccc(Cl)cc1Nc1nc(-c2sc(NC(=O)c3ccco3)nc2C)cs1,-3,.,1,-3,.,1,-1.0,11,-12
CC(NC(=O)CCc1nnc(C2CCCCC2)o1)c1ccc(F)cc1 (stereo not drawn),-6,0,-2,-5,4,-2,1.0,-1,9
Cc1ncc(C(=O)O)c(C(=O)O)c1N,-10,0,-9,-16,i,-2,2.4,8,-8
CCOc1ccccc1NC(=O)C(=O)NCC1CCCN1CC (stereo not drawn),-4,3,8,2,3,0,-1.3,-5,-1
COc1nc(-c2cccs2)cc(-c2ccc(C)cc2)c1C#N,0,0,4,3,1,2,2.1,8,11
CCOC(=O)Cn1c(CN2CCc3ccccc3C2)nc2c1c(=O)n(C)c(=O)n2C,-1,1,-9,-1,3,-1,2.5,-15,11
Cc1cccc(N(Cc2nnc3n2CCCCC3)C(=O)Nc2ccccc2)c1,-3,0,12,-1,-1,0,2.1,0,3
CCCNC(=O)Cn1cccc1C(=O)c1ccccc1,-2,0,4,7,5,1,-1.2,-2,-3
C/C(=N\NC(=O)c1nn(C)c(C)c1Br)c1cccc(NC(=O)c2ccc(F)cc2)c1,-2,4,-3,4,16,-3,2.2,5,-1
CN(C)S(=O)(=O)c1cccc(NC(=O)c2cc3c(=O)n4ccccc4nc3s2)c1,3,0,3,-4,-6,-1,1.1,-12,7
COc1ccc(/C=N/N2CCN(c3ccccc3OC)CC2)cc1OC,3,0,2,-8,4,-9,4.0,-4,3
CCOc1ccc(S(=O)(=O)N(CC(=O)NC2CCCC2)c2ccc(F)cc2)cc1,-3,0,1,4,1,-1,2.8,3,-3
CCCCSCc1nc2ccccn2c1Br,-3,4,40,2,-12,-4,1.0,7,10
CC1CC(c2ccccc2)n2nc(N3C(=O)c4ccccc4C3=O)nc2N1 (stereo not drawn),2,0,-11,-9,19,0,3.5,2,-3
CCOC(=O)Cc1csc(NC(=O)c2cccnc2)n1,0,0,-5,10,-8,2,0.5,-3,3
O=C(NCc1csc2ccc(Cl)cc12)Nc1ccccc1,-2,9,0,8,16,-1,3.0,-3,-2
Nc1ccc(Nc2nc3ccccc3[nH]2)cc1,4,15,1,-6,8,1,3.5,-10,-7
Cc1nc2c(sc3nc4c(cc32)COC(C)(C)C4)c(=O)n1Cc1ccccc1,3,2,2,4,-2,11,1.1,12,-2
COc1cccc(CCNC(=O)CCCC(=O)c2ccccc2)c1,-2,0,-7,1,-19,3,1.1,5,6
O=C(/C=C\c1ccc2c(c1)OCO2)NC1(C(=O)Nc2ccc3c(c2)OCO3)CCCCC1,-1,1,31,-11,1,-3,2.6,-10,-3
c1ccc(-n2c(-c3ccco3)nnc2-c2ccco2)cc1,-3,0,-1,11,3,-2,0.3,-7,1
Cc1cc(NC(=O)C(C)SCC(=O)N(Cc2ccccc2)c2ccccc2)no1 (stereo not drawn),-4,0,5,5,5,0,1.5,0,9

An excerpt from above in order of formula weight, ascending:
mol,PP1 inh,GRK2 inh,GASC-1 inh,proCasp7 act,VLA-4 inh,CTSL1 counter,PP5 primary,core dimer inh,proCasp3 act
Cc1ncc(C(=O)O)c(C(=O)O)c1N,-10,0,-9,-16,i,-2,2.4,8,-8
O=C(NCc1csc2ccc(Cl)cc12)Nc1ccccc1,-2,9,0,8,16,-1,3.0,-3,-2
O=C(/C=C\c1ccc2c(c1)OCO2)NC1(C(=O)Nc2ccc3c(c2)OCO3)CCCCC1,-1,1,31,-11,1,-3,2.6,-10,-3

Continuation:
mol,PP1 inh,GRK2 inh,GASC-1 inh,proCasp7 act,VLA-4 inh,CTSL1 counter,PP5 primary,core dimer inh,proCasp3 act
Cc1sc2nc(COC(=O)c3ccc(N4CCCC(C)C4)c([N+](=O)[O-])c3)[nH]c(=O)c2c1C (stereo not drawn),-1,1,10,7,0,0,1.6,23,-1
NC(=O)c1ccccc1Nc1nc2nc3ccccc3c(=O)n2cc1Br,-1,0,-20,-15,6,0,-1.0,23,-2
O=C(NN1C(=O)/C(=C/c2ccc(O)cc2)SC1=S)c1ccccc1O,0,5,3,-12,-99,0,-0.4,-18,-9
CCOC(=O)c1cc2ccccc2n1CC(=O)c1ccccc1,0,0,-2,5,31,8,3.7,13,-2
Cc1cc(/C=N/NC(=O)c2cccc(F)c2)c(C)n1-c1ccccc1,-3,0,-8,-1,3,2,0.7,2,0
Cc1cc(S(=O)(=O)N2CCCCC2CCNC(=O)C(=O)NCc2cccnc2)ccc1F (stereo not drawn),-4,100*,1,8,47,2,-1.6,-1,11
CC(=O)C1C(c2ccc([N+](=O)[O-])cc2)c2c(noc2C)CC1(C)O (stereo not drawn),0,0,-1,4,2,3,-0.9,-3,13
Cc1ccc2c(c1)c(C)c(C)n2CC(O)CN1CCCCC1C (stereo not drawn),1,0,-6,-8,24,1,0.6,-1,-10
COC(=O)c1ccc(Nc2nc(C)cc(=O)[nH]2)cc1,0,0,0,1,1,7,1.1,-11,4
Cc1cccc(OCC(=O)N2CCN(C(=O)COc3ccc(Cl)cc3)CC2)c1,-3,1,-21,-5,-1,1,-0.5,3,7
COc1ccc(C(=O)c2c3ccc(OC)cc3[n+]([O-])n2CCCC(N)=O)cc1,-4,1,4,-12,25,0,-0.1,7,-2
O=C(c1ccccc1Cl)N1CCN(c2ncccn2)CC1,-1,2,8,2,15,-5,0.8,-5,2
Cc1nc(-c2ccc(S(=O)(=O)Oc3ccccc3Cl)s2)cs1,-5,0,7,3,-3,0,-0.6,-8,-4
Cc1cc(C)n(CC(O)COc2c(C)cccc2C)n1 (stereo not drawn),-5,0,2,5,1,0,-1.3,0,0
Cn1cc(S(=O)(=O)N2CCC3(CC2)OCCO3)c(=O)n(C)c1=O,-4,5,0,1,11,-2,-0.3,-1,6
N#Cc1ccccc1S(=O)(=O)N1CCN(C(=O)CN2CCCSc3ccccc32)CC1,-9,1,-1,7,18,.,2.6,.,6
